CAL-PDZ inh HTS – inhibitors of human CAL PDZ peptide binding. Q9HD26. purified CAL PDZ, TMR-peptide fluorescence polarization, 1 h. inhibition, % at 24.9 µM. actives 0.92% (n = 300,000);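 active = mean inhibition of at least 30% with at least half of replicates also reaching 30%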;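 also: 0% = DMSO neutral control and 100% = excess unlabeled competitor peptide PRC23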
LANA DNA inh – blocks KSHV LANA C-terminal domain binding to DNA; AID 504423; inhibition, % at 9 µM; MBP-C-LANA/FAM-LBS DNA binding, fluorescence polarization; actives 0.078% (n = 340,000);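 active = highest replicate inhibition at or above 60% at 9 µM, even if other replicates fall short; inactive = all replicates below 60% inhibition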;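 also: 0% = neutral control wells and 100% = 4 µM acridine orange control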
RTF Ca sens inh – cardiac RTF calcium desensitization | P19429+P45379 | actives 0.12% (n = 340,000) | IANBD-labeled cardiac RTF, Ca2+ fluorescence | inhibition, % at 7.15 µM | AID 493244;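 active = inhibition above the mean inhibition of all tested compounds plus 3 SD, cut at about 17% in these data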;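 also: assay run at fixed EC70 calcium of 1.6 mM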
Keap1-Nrf2 PPI – disrupts human Keap1 binding to Nrf2 peptide. Keap1 Kelch-Nrf2 peptide fluorescence polarization, 1536-well. inhibition, % at 9.4 µM. actives 0.15% (n = 340,000); in the data active = inhibition above about 12%;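 also: human Keap1 Kelch domain with fluorescein labeled Nrf2 9mer peptide probe; 0% = neutral control wells and 100% = peptide positive control; higher means more block of Keap1 binding to Nrf2 peptide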
Target sequence (Q14145 whole entry, looked up, the tested form may be a part): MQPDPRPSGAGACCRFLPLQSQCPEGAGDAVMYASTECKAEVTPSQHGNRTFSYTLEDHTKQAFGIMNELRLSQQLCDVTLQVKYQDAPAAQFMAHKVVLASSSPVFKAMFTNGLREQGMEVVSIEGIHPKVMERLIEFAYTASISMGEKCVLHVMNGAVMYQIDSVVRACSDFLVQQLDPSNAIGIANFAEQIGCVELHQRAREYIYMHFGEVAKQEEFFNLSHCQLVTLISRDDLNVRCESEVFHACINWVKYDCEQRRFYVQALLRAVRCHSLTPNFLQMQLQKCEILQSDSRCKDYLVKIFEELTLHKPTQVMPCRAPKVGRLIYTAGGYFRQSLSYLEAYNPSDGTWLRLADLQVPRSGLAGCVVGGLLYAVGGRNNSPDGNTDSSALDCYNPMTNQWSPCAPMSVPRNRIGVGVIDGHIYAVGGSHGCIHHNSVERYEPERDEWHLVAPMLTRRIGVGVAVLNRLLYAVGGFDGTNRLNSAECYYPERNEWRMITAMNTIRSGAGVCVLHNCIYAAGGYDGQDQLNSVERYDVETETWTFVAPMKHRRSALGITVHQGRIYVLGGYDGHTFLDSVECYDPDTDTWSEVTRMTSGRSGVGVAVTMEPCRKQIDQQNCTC
MOR-DOR ag – agonists of human mu-delta opioid receptor heterodimerization | cells, OPRM1-OPRD1 heterodimerization, luminescence | activation, % at 9.3 µM | actives 0.3% (n = 340,000) | P35372+P41143 | AID 504326; in the data active = activation above about 18%;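 also: 0% = vehicle-treated cells and 100% = reference agonist; values of inactives mirror those of a sister screen read the other way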
RTF Ca sens act – increases calcium sensitivity of human cardiac regulated thin filaments | IANBD-labeled TnC RTF fluorescence at EC20 calcium; 0% EC20 calcium, 100% full calcium | actives 0.24% (n = 340,000) | AID 493008 | P19429+P45379 | activation, % at 7.2 µM;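 active = activation above the mean over all tested compounds plus 3 SD, cut at about 30% in these data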;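 also: rise in fluorescence read as greater calcium sensitivity of cardiac thin filaments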
HTR5A inv ag – HTR5A inverse agonism, opioid heterodimer counter-screen; HTR5A cell line, luminescence; inhibition, % at 9.3 µM; actives 0.083% (n = 340,000); in the data active = inhibition mostly above about 23%, no sharp cut-off; inactive = mostly below about 18%;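 also: 0% = cells with DMSO and 100% = no-cell wells with DMSO; some compounds called inactive have numbers as strong as hits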
Target sequence (P47898 whole entry, looked up): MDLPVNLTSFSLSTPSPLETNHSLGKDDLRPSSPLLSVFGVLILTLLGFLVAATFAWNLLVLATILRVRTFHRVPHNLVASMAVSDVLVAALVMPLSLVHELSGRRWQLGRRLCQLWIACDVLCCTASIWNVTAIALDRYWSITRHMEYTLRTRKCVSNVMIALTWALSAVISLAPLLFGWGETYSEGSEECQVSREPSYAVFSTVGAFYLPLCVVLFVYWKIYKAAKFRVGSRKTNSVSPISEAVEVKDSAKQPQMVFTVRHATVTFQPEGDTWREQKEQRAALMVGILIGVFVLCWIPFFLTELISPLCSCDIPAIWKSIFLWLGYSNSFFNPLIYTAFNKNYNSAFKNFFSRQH
OPRM1-OPRD1 inv – inverse agonist of human OPRM1-OPRD1 heterodimerization | P35372+P41143 | cell-based MOR-DOR heterodimer luminescence, inverse agonism | inhibition, % at 9.3 µM | actives 0.21% (n = 340,000) | AID 504357; in the data active = inhibition above about 22%, passing the limit was not always enough;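 also: 0% = cells with DMSO and 100% = wells without cells with DMSO; values of inactives mirror those of a sister screen read the other way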
V-ATPase pHluor – regulators of yeast V-ATPase proton transport; S. cerevisiae, pHLuorin cytosolic pH fluorescence; response, % at 10 µM; actives 0.37% (n = 350,000); AID 504577; in the data active = response mostly above about 7.3%, no sharp cut-off; inactive = mostly below about 5.4%; also: actives read high; inactives centre near 0; some compounds called inactive have numbers as strong as hits; reference of the scale not given here
HTR5A ag – counter-screen for OPRM1-OPRD1 agonists: human HTR5A agonism. HTR5A agonist assay, luminescence, cell-based. P47898. activation, % at 9.3 µM. actives 0.61% (n = 340,000); in the data active = activation mostly above about 9.5%, no sharp cut-off; inactive = mostly below about 7.6%;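 also: 0% = cells with vehicle only and 100% = reference agonist; strong numbers were not always called active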
Starred values were filed as active, the others as inactive; · = no result given.

SMILES | CAL-PDZ inh HTS | LANA DNA inh | RTF Ca sens inh | Keap1-Nrf2 PPI | MOR-DOR ag | RTF Ca sens act | HTR5A inv ag | OPRM1-OPRD1 inv | V-ATPase pHluor | HTR5A ag
COCCNC(=O)c1cc2cc(Br)cc(OC)c2oc1=O | -1 | -2.0 | -2 | 0 | 1.1 | -2 | 16 | -6 | 0 | 0
O=C(COC(=O)/C=C/c1ccccc1)Nc1cccnc1Cl | 0 | 2.2 | 3 | -3 | -0.9 | 3 | 1 | 5 | 0 | -1
CCOCC(O)CNC(=O)c1ccc2nc(Cc3ccc(OC)c(OC)c3)oc2c1 (stereo not drawn) | -4 | 0.4 | 0 | -1 | -2.9 | -8 | 19 | 14 | -2 | -8
Cc1ccc(-c2ccc(/C=C(\C#N)C(N)=S)n2C)cc1 | -1 | 1.1 | -3 | 0 | -4.5 | 2 | -3 | 22 | -3 | -2
Nc1nncn1C(=O)c1ccc(Cl)cc1Cl | 15 | -0.9 | 13 | -1 | -1.5 | -2 | -3 | 8 | 1 | 1
COc1ccc2c(Cl)c(C(=O)N/N=C/c3ccc4c(c3)OCO4)sc2c1 | 1 | -0.6 | 0 | -2 | 3.4 | 4 | -5 | -17 | 2 | -2
CC(C)(C)NC(=O)NCc1ccco1 | -3 | -2.1 | -3 | 3 | -2.4 | -2 | -3 | 12 | 5 | -2
Cc1[nH]c2ccccc2c1C(=O)CN1C(=O)NC2(CCCCCC2)C1=O | -3 | 0.1 | -4 | -5 | -2.9 | -4 | 4 | 11 | -1 | 0
COc1ccc(C(=O)NC(=S)Nc2cc(C)ccn2)cc1[N+](=O)[O-] | -6 | 0.9 | 0 | -3 | 2.4 | -4 | -13 | -13 | 0 | 4
CN(C)c1ccc(-n2cccc2)cc1 | 0 | 0.2 | -4 | 4 | -1.4 | 3 | 19 | 8 | 0 | -4
Cc1cc(C)c(NC(=O)CN2C(=O)NC3(CCCc4ccccc43)C2=O)c(Cl)c1 (stereo not drawn) | -2 | 1.1 | 0 | -2 | 0.0 | -5 | 3 | 0 | -1 | 7
CSCc1c(C(=O)Nc2ccccc2N2CCOCC2)oc2ccccc12 | -2 | 1.1 | -11 | 2 | -0.9 | 3 | -2 | 4 | 2 | 1
N#C/C(=C/c1cc(Br)cs1)C(=O)NCC1CCCO1 (stereo not drawn) | -3 | 3.2 | 0 | -3 | 1.6 | -1 | 11 | -8 | 1 | -5
COc1ccc(CCN2CC(C(=O)N3CCN(C(C)=O)CC3)CCC2=O)cc1 (stereo not drawn) | -4 | 1.4 | -3 | -2 | -1.7 | -3 | -3 | 9 | -4 | -6
O=C(NC(=S)NCC1COc2ccccc2O1)c1ccccc1 (stereo not drawn) | -2 | 1.1 | 8 | 2 | 0.2 | 1 | -2 | -1 | 0 | 1
O=C(CN1CCN(c2nc(-c3ccc(F)cc3)cs2)CC1)Nc1ccc2c(c1)OCO2 | · | -1.4 | 0 | -4 | -0.1 | 2 | 6 | 0 | -3 | -4
Cc1[nH]c2ccccc2c1C(=O)C(C)OC(=O)c1ccc(Cl)nc1 (stereo not drawn) | -3 | -2.5 | -25 | -4 | 1.7 | -1 | 7 | -11 | -6 | 5
c1ccc(-c2nc(N3CCOCC3)cc(N3CCOCC3)n2)cc1 | -5 | 0.6 | 2 | -8 | 0.5 | 7 | 10 | -3 | 0 | 3
COc1cc(NC(=O)c2ccc(C)cc2)c(OC)cc1NC(=O)CN1CCCCC1 | 0 | 0.3 | 2 | 0 | -3.6 | -2 | 11 | 18 | -3 | 1
CCOC(=O)COc1c(Cl)cc(C2NC(=S)NC(c3ccccc3)=C2C(C)=O)cc1OC (stereo not drawn) | -8 | -0.2 | 1 | -8 | -2.1 | 23 | -28 | 10 | -1 | 0
CSc1ncccc1C(=O)OCC(=O)Nc1cc(C(F)(F)F)ccc1N1CCOCC1 | -7 | 0.0 | -8 | 1 | 3.9 | -1 | 12 | -25 | -1 | -5
O=C(Nc1cccc(O)c1)c1ccc(NC(=O)C2CCCO2)cc1 (stereo not drawn) | -7 | -0.8 | 6 | -6 | -2.4 | -3 | -6 | 13 | -1 | 2
CCc1c(C)[nH]n(-c2ccc(Oc3ccccc3)c(S(=O)(=O)O)c2)c1=O | 1 | 4.2 | -2 | -1 | 0.7 | -3 | 2 | -3 | -5 | -1
O=c1[nH]c(SCc2n[nH]c(=S)n2-c2ccccc2)nc2sc3c(c12)CCC3 | -22 | -1.8 | -3 | 0 | -2.1 | -1 | -10 | 11 | 6 | 2
CCC(C)c1ccc(NC(=S)N2CCN(S(C)(=O)=O)CC2)cc1 (stereo not drawn) | 25 | 2.7 | -2 | -4 | -0.3 | 1 | 8 | 2 | -1 | 0
CC1(C)Cc2c(sc(NC(=O)COc3cccc4ccccc34)c2C#N)C(C)(C)N1 | · | 0.8 | -12 | 4 | 5.6 | 0 | -8 | -28 | 0 | -1
O=c1c2ccccc2nc(/C=C/c2cc(Br)ccc2O)n1CCCO | -8 | -0.3 | 2 | 0 | -4.1 | -4 | 2 | 19 | 3 | 0
CCOCC(=O)Nc1cc(C(=O)OC)ccc1C(=O)OC | 0 | -0.2 | -1 | -6 | -1.2 | 14 | -14 | 7 | 3 | 0
Cc1ccc(-c2nn3c(C)nnc3c3ccccc23)cc1S(=O)(=O)NCc1ccccc1 | · | -0.1 | -6 | -2 | -2.2 | 1 | -4 | 11 | 5 | 1
Cc1cc2c(c(C)c1Cl)C(c1ccc3c(c1)OCO3)CC(=O)O2 (stereo not drawn) | -30 | -1.5 | 2 | 1 | -0.3 | -4 | -8 | 1 | 0 | 2
CCCN(CC1CC1)C(=O)COC(=O)c1ccc(C)cc1O | -3 | 0.0 | 8 | -2 | -1.4 | -3 | -8 | 8 | -1 | 2
C[C@H](NC(=O)c1nc[nH]c1C(=O)N1CCN(c2ccccc2)CC1)C(=O)OC(C)(C)C | -4 | 2.8 | -6 | 0 | -2.5 | 0 | -12 | 14 | -1 | -2
Cc1ccc(S(=O)(=O)N2CCN(C(=O)COC(=O)COc3cccc(C(F)(F)F)c3)CC2)c(C)c1 | · | -0.3 | -2 | 5 | 0.2 | -2 | -4 | -1 | -2 | 1
Cc1ccc(NC(=O)c2ccc(F)cc2F)cc1 | 0 | -0.4 | 8 | -1 | -2.0 | 1 | 12 | 9 | -3 | 0
COc1cc(OC)cc(C(=O)NNC(=O)CN2C(=O)NC(C)(c3ccccc3)C2=O)c1 (stereo not drawn) | -1 | -11 | -4 | -3 | 2.0 | 4 | -6 | -13 | 0 | 2
Cc1ccc(S(=O)(=O)N2CCOC23CCN(S(=O)(=O)c2c(C)cc(C)cc2C)CC3)cc1 | -2 | 1.3 | -10 | -4 | 0.4 | 8 | -22 | -2 | 1 | 8
CC(C)CN(C(=O)c1ccco1)C1CCS(=O)(=O)C1 (stereo not drawn) | -3 | 2.4 | -2 | 1 | -2.2 | -1 | 4 | 14 | -2 | -2
Cc1nc(NC(=O)CSc2nnc(C3CC3)n2C)sc1C | -3 | 0.6 | -2 | -6 | 2.2 | -12 | -11 | -17 | -2 | 4
O=C1c2ccccc2C(O)(c2ccccc2)N1c1ccncc1 (stereo not drawn) | -1 | -0.7 | -13 | 2 | 1.7 | 4 | -3 | -9 | -3 | 1
O=S(=O)(c1ccc(NC(=S)NCc2ccco2)cc1)N1CCCCC1 | -3 | -1.2 | 7 | 2 | -2.0 | -8 | -23 | 10 | 3 | -1
Cc1cc(NC(=O)c2ccc3c(c2)OCCO3)ccc1NC(=O)c1cc2ccccc2o1 | -2 | 1.1 | -8 | -7 | -0.2 | 1 | -13 | 1 | 4 | 5
COc1cc(OC)c(C(=O)O/N=C(\N)c2ccccc2)cc1OC | -3 | -6.1 | -15 | 4 | 0.4 | 9 | -1 | -2 | -2 | 0
CCN1CCN(C(=O)NCc2ccccc2)CC1 | -7 | -0.7 | 14 | 4 | -2.8 | 7 | -1 | 15 | 5 | 0
C=CCOc1ccc2ccccc2c1CNn1cn[nH]c1=S | -4 | -1.0 | 0 | 0 | -1.6 | -5 | 14 | 8 | 0 | -7
O=S(=O)(c1ccc(Sc2nnc3ccccn23)nc1)N1CCOCC1 | -1 | -0.1 | -8 | 0 | -2.9 | 0 | -1 | 17 | -3 | 3
O=C1C(Nc2ccccc2)=CC(c2ccc(O)cc2)N1c1ccccc1 (stereo not drawn) | 1 | 0.3 | -8 | 3 | -2.6 | -1 | 0 | 14 | -1 | 13*
O=C(NC1CCCCC1)C1CCCN(S(=O)(=O)c2ccc(Br)s2)C1 (stereo not drawn) | -4 | 0.5 | -6 | 2 | -2.6 | 3 | -3 | 13 | -1 | 1
COc1ccc(F)cc1S(=O)(=O)N1CCC2(CC1)OCCN2S(=O)(=O)c1ccccc1 | -1 | -0.7 | -9 | -4 | -2.3 | 0 | 13 | 12 | -1 | 7
COc1ccc(-c2nc(CSCC(=O)NC3CCCc4ccccc43)c(C)o2)cc1 (stereo not drawn) | -6 | -2.3 | 1 | 0 | 0.4 | -4 | -18 | -3 | 2 | -4
CN(C)c1ccc(CN(CC2CCCO2)C(=O)c2cc3ccccc3o2)cc1 (stereo not drawn) | 5 | 0.3 | -2 | -6 | -3.1 | -15 | -3 | 15 | -3 | 4
Cc1cc(N/C=C/C(=O)c2ccc(Br)cc2)no1 | -2 | 1.9 | 0 | 3 | -1.3 | 4 | -8 | 7 | 2 | 4
O=C(NCCN1CCOCC1)c1ccc(N2CCCC2)c([N+](=O)[O-])c1 | -2 | -0.2 | 8 | -1 | -0.2 | -5 | -19 | 1 | 1 | 3
CCCS(=O)(=O)NCCc1csc(-c2ccc(OC)c(OC)c2)n1 | 0 | -12 | -3 | 3 | -1.5 | -1 | -11 | 8 | 6 | 4
CCN(CC)c1nc(N)nc(NS(=O)(=O)c2ccc(Cl)cc2)n1 | -4 | -0.4 | -14 | -3 | 1.6 | -2 | -11 | -8 | -1 | 4
NC(=O)C1CCN(CC(=O)Nc2cccc(C(=O)Nc3cccc(C(F)(F)F)c3)c2)CC1 | -7 | -0.6 | 12 | -4 | -2.6 | 2 | 2 | 13 | 1 | 0
O=C1C2C3C=CC(CC3)C2C(=O)N1c1ccc(Cl)cc1 (stereo not drawn) | -5 | -1.0 | 5 | -2 | -2.4 | -1 | -8 | 12 | -2 | 2
COc1ccc(C2Nc3ccccc3C(=O)N2c2ccc(C)cc2)cc1Cn1cc([N+](=O)[O-])cn1 (stereo not drawn) | 1 | 1.1 | -2 | -3 | -0.7 | 3 | 3 | 4 | -8 | 1

Three entries from above, sorted by heavy-atom count, descending:
SMILES | CAL-PDZ inh HTS | LANA DNA inh | RTF Ca sens inh | Keap1-Nrf2 PPI | MOR-DOR ag | RTF Ca sens act | HTR5A inv ag | OPRM1-OPRD1 inv | V-ATPase pHluor | HTR5A ag
O=S(=O)(c1ccc(NC(=S)NCc2ccco2)cc1)N1CCCCC1 | -3 | -1.2 | 7 | 2 | -2.0 | -8 | -23 | 10 | 3 | -1
CCC(C)c1ccc(NC(=S)N2CCN(S(C)(=O)=O)CC2)cc1 (stereo not drawn) | 25 | 2.7 | -2 | -4 | -0.3 | 1 | 8 | 2 | -1 | 0
Cc1ccc(-c2ccc(/C=C(\C#N)C(N)=S)n2C)cc1 | -1 | 1.1 | -3 | 0 | -4.5 | 2 | -3 | 22 | -3 | -2

Screening results (PubChem)
